V1aR counter: agonists of human V1a receptor, primary screen, counter-screen for OXTR agonist project, fluorescence, CHO-V1R cells; 320,000 compounds, 0.25% hits; Vasopressin V1a receptor (Homo sapiens), P37288; Fluo-8 calcium fluorescence, agonist mode; 0% DMSO, 100% 3 nM vasopressin; activation, % at 3 µM;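 active = activation above the mean activation of all tested compounds plus 3 SD, per screening run, cut at about 20% in these data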;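 also: signal is peak over basal fluorescence ratio across a 100 second FLIPR read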
Target sequence (P37288 whole entry, looked up): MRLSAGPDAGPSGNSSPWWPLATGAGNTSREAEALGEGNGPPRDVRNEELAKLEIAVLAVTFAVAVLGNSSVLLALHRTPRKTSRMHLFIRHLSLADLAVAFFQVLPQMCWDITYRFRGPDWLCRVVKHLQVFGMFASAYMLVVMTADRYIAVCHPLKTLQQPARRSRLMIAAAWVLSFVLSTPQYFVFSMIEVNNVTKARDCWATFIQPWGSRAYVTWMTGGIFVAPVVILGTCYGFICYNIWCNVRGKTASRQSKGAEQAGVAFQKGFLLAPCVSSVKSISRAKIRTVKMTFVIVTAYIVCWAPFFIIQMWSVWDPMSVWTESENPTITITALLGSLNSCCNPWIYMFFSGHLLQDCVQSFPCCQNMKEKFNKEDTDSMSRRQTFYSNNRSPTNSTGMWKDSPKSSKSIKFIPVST
TAAR1 antag: human TAAR1 antagonists, primary screen, Fluo-8 calcium fluorescence, CHO RD-HGA16 cells | antagonist | inhibition, % at 3 µM | 360,000 compounds, 1.5% hits;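 active = inhibition above a per-plate cutoff, the mean inhibition of test compounds on that plate plus 3 SD, cut at about 49% in these data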;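 also: 0% = DMSO plus EC80 beta-PEA response and 100% = DMSO alone without agonist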
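System: CHO RD-HGA16 cells bearing hTAAR1. Reagent: EC80 β-phenethylamine stimulus. Schedule: seeding 17-24 h prior, 75-min 37 °C, 30-min RT dye loading. Signal: Fluo-8 intracellular calcium dye fluorescence, real-time kinetic reads. Read-out: % inhibition from peak post-agonist over basal fluorescence ratio. Benchmarks: vehicle wells and EC80 agonist wells. Replicates: n of 1.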
CHRM1 agonist: human M1 muscarinic receptor agonists, primary screen, Fluo-8 calcium fluorescence, CHO-K1 cells, HTS. CHO-K1 hM1, agonist mode; 0% DMSO, 100% acetylcholine EC100. activation, % at 3 µM. 360,000 compounds, 0.33% hits. Muscarinic acetylcholine receptor M1 (Homo sapiens), P11229. AID 588814, 2011;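 active = activation above the run's mean compound activation plus 3 SD, cut at about 16% in these data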;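 also: peak over basal fluorescence ratio within a 140 s kinetic read after compound addition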
CHRM1 antagonist: human M1 muscarinic receptor antagonists, primary screen, CHO-K1 cells, Fluo-8 calcium fluorescence, 1536-well; Muscarinic acetylcholine receptor M1 (Homo sapiens), P11229; 360,000 compounds, 1.3% hits; inhibition, % at 3 µM; CHO-K1 hM1, ACh EC80 antagonist;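 active = percent inhibition above its own plate's cutoff, namely the mean of that plate's compound wells plus 3 SD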;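 also: peak over basal fluorescence ratio during 140 s after agonist addition; 0% = ACh EC80 plus DMSO and 100% = DMSO alone without agonist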
TAAR1 agonist: human TAAR1 agonists, primary screen, Fluo-8 calcium fluorescence, CHO RD-HGA16 cells; Trace amine-associated receptor 1 (Homo sapiens), Q96RJ0; activation, % at 3 µM; vehicle wells 0%, saturating PEA agonist 100%; 360,000 compounds, 0.99% hits;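 active = activation above the mean activation of all test compounds in the run plus 3 SD, cut at about 38% in these data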
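Test system: RD-HGA16 (CHO) cells co-expressing Gα16 and hTAAR1 / Benchmarks: DMSO vehicle as 0%, PEA at EC100 as 100% / Repeats: no replicates (n 1) / Measure: % activation from peak over basal fluorescence ratio, DMSO-to-PEA scaled / Timing: 17-24 h plating, Fluo-8 75 min 37 °C, 30 min RT / Technique: kinetic Fluo-8 calcium fluorescence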
CHO parental Ca: ATP-evoked calcium signal inhibitors, parental CHO, primary screen, counter-screen for OX1R antagonist project, cell-based, fluorescence, Fluo-8 calcium dye; parental CHO-K1, ATP-induced calcium, Fluo-8 fluorescence; inhibition, % at 5.6 µM; 330,000 compounds, 0.63% hits;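 active = inhibition above that plate's mean sample inhibition plus 3 SD, cut at about 26% in these data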;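 also: 0% = ATP-challenged DMSO wells and 100% = DMSO wells without ATP; some compounds past the cut are filed as inactive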
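Material: Parental CHO cells | Reagent: ATP | Compound dosing: Single nominal dose of 5.6 µM per compound | Detection: Intracellular calcium via Fluo-8 no-wash fluorescent dye | Read-out: % inhibition of ATP-induced calcium mobilization | Benchmarks: Low control ATP plus DMSO, high control DMSO only | Replicates: Singlicate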
M1 PAM: human M1 muscarinic receptor positive allosteric modulators, primary screen, CHO-K1 cells, Fluo-8 calcium fluorescence, 1536-well; CHO-K1 hM1, ACh EC20; 0% = ACh EC20, 100% = maximal ACh; Muscarinic acetylcholine receptor M1 (Homo sapiens), P11229; activation, % at 3 µM; 360,000 compounds, 0.088% hits; in the data active = activation above about 19%, passing the limit was not always enough
OXTR potentiator: human OXTR potentiators, primary screen, fluorescence, CHO-OTR cells, Fluo-8 calcium | activation, % at 3 µM | 320,000 compounds, 0.061% hits | AID 2445, 2010 | Fluo-8 calcium fluorescence, potentiator mode; 0% = oxytocin EC15, 100% = EC100 | Oxytocin receptor (Homo sapiens), P30559;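 active = activation above that plate's cutoff, the mean activation of tested compounds plus 3 SD, cut at about 6.6% in these data, passing the limit was not always enough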;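 also: 100% uses oxytocin at 75 nM as the full agonist control; some results filed as inactive read as strong as hits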
Target sequence (P30559 whole entry, looked up): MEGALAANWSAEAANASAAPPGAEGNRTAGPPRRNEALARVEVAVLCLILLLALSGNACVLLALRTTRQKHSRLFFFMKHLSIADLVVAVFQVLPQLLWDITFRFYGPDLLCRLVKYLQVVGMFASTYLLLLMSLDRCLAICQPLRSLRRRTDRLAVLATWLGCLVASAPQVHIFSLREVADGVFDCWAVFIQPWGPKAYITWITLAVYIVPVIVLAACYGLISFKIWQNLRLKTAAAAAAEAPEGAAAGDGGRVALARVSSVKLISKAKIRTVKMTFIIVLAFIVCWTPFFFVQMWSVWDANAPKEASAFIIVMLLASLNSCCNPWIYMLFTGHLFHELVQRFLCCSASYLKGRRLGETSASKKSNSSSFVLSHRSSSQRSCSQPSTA
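Assay system: CHO-OTR cells, human receptor / Also added: oxytocin at about EC15, sub-maximal agonist stimulus / Dosing: single dose, 3.0 µM nominal final compound concentration / Incubation: 6 min pre-incubation, 100 s read / Technique: Fluo-8 calcium dye fluorescence / Read-out: % activation vs EC15 and EC100 oxytocin / Benchmarks: EC15 oxytocin low, 75 nM oxytocin high / Replicates: singlicate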
OXTR ag: human OXTR agonists, primary screen, fluorescence, CHO-OTR cells, Fluo-8 calcium | activation, % at 3 µM | 320,000 compounds, 0.32% hits | Fluo-8 calcium fluorescence; normalized: DMSO 0%, oxytocin 100%;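 active = activation above the mean of all tested compounds plus 3 SD, cutoff set per screening run, cut at about 20% in these data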;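 also: peak over basal fluorescence ratio from a 100 s FLIPR kinetic read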
The depositor's hits bear a star; · = not tested or not shown.

Second line of a record – V1aR counter | TAAR1 antag | CHRM1 agonist | CHRM1 antagonist | TAAR1 agonist | CHO parental Ca | M1 PAM | OXTR potentiator | OXTR ag
1: COCCSc1nnc(NC(=O)c2cc(OC)c(OC)cc2[N+](=O)[O-])s1
  2.1 | -1 | -2 | -12 | 15 | -5 | 12 | -14 | -0.1
2: COc1ccc(C(=O)NC(=S)NCc2cccnc2)cc1Br
  1.3 | -20 | -7 | -4 | 12 | -8 | 5 | -4 | -1.1
3: Cc1ccc(C(=O)NS(=O)(=O)c2ccccc2)cc1
  0.6 | 18 | -6 | -4 | 10 | -13 | 6 | -2 | 1.4
4: CC1CCc2c(C(=O)NCc3ccco3)csc2C1 (stereo not given)
  -1.5 | -22 | -3 | -2 | -3 | 2 | 5 | 1 | -2.7
5: CCc1ccc(C(=O)COC(=O)CNC(=O)CNS(=O)(=O)c2ccccc2)cc1
  1.5 | -30 | -1 | -12 | 0 | -6 | 10 | -4 | -1.1
6: Cc1ccccc1SCC(=O)NCC(c1ccc(F)cc1)N1CCOCC1 (stereo not given)
  2.1 | 18 | -3 | 3 | 7 | -3 | 3 | -6 | 0.4
7: CCCS(=O)(=O)NC(=O)C1(C)CCCN(C(=O)c2cc(-c3ccccc3)cs2)C1 (stereo not given)
  · | -27 | -4 | -6 | 5 | · | 0 | · | ·
8: N#C/C(=C\C=C\c1ccccc1[N+](=O)[O-])C(=O)NCc1ccccc1
  0.4 | 4 | -4 | -5 | -1 | -7 | 8 | -4 | -0.8
9: CCOC(=O)c1c(NC(=O)CCN2C(=O)c3cccc([N+](=O)[O-])c3C2=O)sc(C(=O)OC(C)C)c1C
  0.2 | -13 | -5 | -11 | 6 | -11 | 5 | -6 | -0.1
10: CCOc1ccccc1NC(=O)C(OC(=O)c1cnccn1)c1ccccc1 (stereo not given)
  -0.5 | -40 | 0 | -2 | 1 | -17 | 1 | 6 | -0.6
11: CN1CCN(c2ccccc2NC(=O)c2ccc(N3CCCCC3)c([N+](=O)[O-])c2)CC1
  0.4 | -2 | -7 | 26 | 5 | -17 | -14 | -19 | 1.4
12: CCC(CC)c1nnc(NC(=O)COc2ccc3c(C)cc(=O)oc3c2)s1
  0.9 | -10 | 4 | -15 | 6 | -6 | 17 | -7 | 2.9
13: CCOc1ccccc1/C=N/NC(=O)c1nnn(-c2nonc2N)c1CN1CCCCCC1
  2.5 | 3 | -1 | -16 | 0 | -6 | 10 | -8 | -0.3
14: CC1(C)Cc2nc3oc4c(=O)n(CC(=O)Nc5ccccc5)cnc4c3cc2CO1
  -0.3 | 0 | -3 | -1 | 1 | 2 | 10 | 0 | 1.6
15: CCc1ccc(C2=NN(CCC(=O)NCc3cccs3)C(=O)CC2)cc1
  -1.1 | -26 | -4 | 1 | -3 | 2 | -3 | -6 | -2.1
16: COc1ccccc1Nc1ccc([N+](=O)[O-])cc1N
  1.3 | 11 | -8 | -8 | 7 | -10 | 8 | 2 | -2.1
17: CC(C)(C)[C@@H]1COC(=O)[C@H](Cc2ccc(F)cc2)CC/C=C\C[C@@H](CC(=O)NCCO)C(=O)N1
  0.2 | -4 | -2 | -11 | 1 | -7 | 8 | 0 | 0.2
18: Cc1ccc(CNC(=O)C2CCN(S(=O)(=O)c3ccc(Br)s3)CC2)cc1
  4.5 | 11 | -4 | -7 | 3 | 5 | 8 | -11 | 4.0
19: CCOC(=O)c1c(C)c(C)n(Cc2ccc(OC)c(OC)c2)c1C
  0.8 | 8 | 1 | 14 | 1 | -15 | -9 | -3 | 1.7
20: CN(CC(=O)Nc1ccccc1C(F)(F)F)C(=O)Cn1c(=O)oc2ccccc21
  0.3 | -15 | 0 | -2 | 7 | 21 | 11 | -7 | 0.5
21: CC(C)(C)NC(=O)COC(=O)/C=C/c1ccc(F)cc1
  -0.8 | -2 | -7 | -11 | -1 | -2 | 8 | -7 | 0.1
22: Cc1cccc(C)c1NC(=O)Nc1nc(CN(C)C)cs1
  · | -5 | 2 | -16 | 1 | · | 4 | · | ·
23: O=C(Nc1cccc([N+](=O)[O-])c1)c1ccc(CSc2ccccc2)cc1
  0.7 | 52* | -4 | 0 | 15 | -5 | -9 | -9 | 1.4
24: CCOC(=O)C1CCCN(C(=O)c2cccc(Cl)c2)CC1 (stereo not given)
  · | 17 | -3 | -18 | 0 | · | 7 | · | ·
25: CCOc1ccccc1N1CCN(C(=O)NCc2ccc(Cl)cc2)CC1
  6.0 | 17 | 2 | 6 | 8 | 2 | -2 | -6 | 3.7
26: CN(C)CCC(=O)C(Cc1ccccc1)c1ccccc1 (stereo not given)
  2.3 | 31 | -7 | 73* | 8 | 16 | -27 | -3 | 3.6
27: C[C@@H]1CN([C@@H](C)CO)C(=O)c2cc(Br)cnc2O[C@@H]1CN(C)Cc1cncnc1
  · | 6 | -1 | -2 | 1 | · | -2 | · | ·
28: NC(=O)c1ccsc1NC(=O)CS(=O)(=O)c1ccc(F)cc1
  1.0 | -24 | -1 | 10 | 5 | -1 | -1 | -4 | 1.9
29: CC(=O)NC12CC3CC(C1)CC(C(=O)N(C)CC(=O)Nc1cccc(F)c1)(C3)C2
  0.2 | -14 | -3 | 3 | 11 | -2 | 2 | 0 | -1.0
30: Cc1cccc(N2CCN(CCNC(=O)c3cc4c(s3)CS(=O)(=O)C4)CC2)c1C
  2.3 | -22 | -8 | 13 | 1 | -23 | -9 | -8 | 3.0
31: CN(C)c1ccc(/C=N/Nc2nc3ccccc3o2)cc1
  6.4 | 7 | 1 | -16 | 0 | -12 | 6 | -7 | 4.1
32: Cc1cccc2cc(C#N)c(N3CCOCC3)nc12
  0.3 | 12 | 2 | -14 | 8 | -3 | 19 | -8 | -1.7
33: COc1cc(C=C2C(=O)c3ccccc3C2=O)cc(OC)c1OC
  -1.0 | 18 | -3 | -3 | 1 | 21 | 5 | 2 | -1.7
34: Cc1ccc(S(=O)(=O)NCCC(=O)OCC(=O)Nc2cccc(Cl)c2)cc1
  10 | 17 | 0 | -7 | 5 | -18 | -1 | -12 | 9.7
35: O=C(OCC(=O)N1CCc2ccccc21)[C@@H]1CC(O)CN1S(=O)(=O)c1ccccc1[N+](=O)[O-] (stereo not given in full)
  -0.4 | -3 | -8 | -15 | -1 | -17 | -5 | -8 | -1.4
36: CCOC(=O)C(C)n1cnc2c(cnn2-c2ccc(Cl)cc2)c1=O (stereo not given)
  1.9 | 18 | -2 | -8 | 7 | -7 | 6 | -13 | 4.0
37: CCc1ccc(NC(=O)N(C2CCCCC2)C(C)c2cccnc2)cc1 (stereo not given)
  0.8 | 3 | -7 | 1 | 3 | 0 | -3 | -2 | 0.8
38: Cc1ccccc1C(=O)N1CCC(C(=O)Oc2ccc(C#N)cc2)CC1
  2.6 | -12 | 2 | -18 | 4 | 6 | 15 | -5 | 2.0
39: CCOc1ccc(NC(=O)CCC(=O)Nc2nnc(CC)s2)cc1
  0.4 | -14 | -2 | -7 | 5 | 8 | 9 | -7 | 0.3
40: Nc1ccn([C@H]2CC[C@@H](CO)O2)c(=O)n1
  1.0 | -2 | -1 | -18 | 1 | -5 | 2 | 3 | 1.2
41: COC(=O)c1sc(C(C)(C)C)cc1CS(=O)(=O)c1ccc(Cl)cc1
  -1.6 | 2 | -4 | 1 | 1 | -27 | -8 | -5 | -2.2
42: CC(=O)c1ccc(NS(=O)(=O)c2ccc(C(C)(C)C)cc2)cc1
  4.7 | 17 | -3 | 9 | 15 | -10 | -5 | -9 | 2.4
43: N/C(Cc1ccc([N+](=O)[O-])cc1)=N\OC(=O)c1ccc2ccccc2c1
  -0.6 | 26 | -2 | -9 | 1 | -18 | 4 | -22 | -1.2
44: C=C1[C@@H](OC(C)=O)C=C[C@@]2(C)C=CC(=O)[C@@](C)(OC(C)=O)[C@@H]2[C@@H](OC(C)=O)[C@]2(O)[C@@H](C)C(=O)O[C@H]2[C@H]1Cl
  · | -10 | -2 | -2 | 0 | · | 1 | · | ·
45: c1cc(-c2ccsc2)n2ccnc2c1
  · | -17 | -3 | -29 | 2 | · | 15 | · | ·
46: O=C(c1cccnc1)N1CCN(S(=O)(=O)c2ccc3ccccc3c2)CC1
  1.8 | -4 | -3 | 2 | 16 | -4 | 0 | 6 | 2.2
47: CCOC(=O)Cn1c(S(=O)(=O)Cc2ccc(Cl)cc2)nc(-c2ccccc2)c1-c1ccccc1
  -0.1 | 0 | -6 | -6 | 13 | -27 | 8 | -4 | 0.7
48: CCNC(=O)/C(C#N)=C/c1c(N2CCOCC2)nc2ccccn2c1=O
  1.8 | -9 | -3 | -8 | 3 | -13 | 2 | -1 | 0.4
49: CC[C@]12c3[nH]c4cc(-c5ccco5)ccc4c3CCN1C(=O)[C@@H](CC(=O)NCC13CC4CC(CC(C4)C1)C3)C[C@@H]2C(=O)N1CCN(C(=O)C2CC2)CC1
  · | -6 | -6 | -22 | 2 | -12 | 19 | · | ·
50: CCn1cc(CN2CCC(n3nccc3NC(=O)c3ccccc3C)CC2)cn1
  0.5 | -19 | -3 | -8 | 1 | -12 | 7 | -6 | 0.4
51: COc1ccc(/C=N/OC(=O)c2ccc(Cl)cc2)c(Cl)c1OC
  0.8 | -46 | -4 | -2 | 0 | -6 | 5 | 0 | -0.4
52: Cn1c(N)c(C(=O)COC(=O)Cc2cccc(C(F)(F)F)c2)c(=O)n(C)c1=O
  2.7 | -6 | -5 | 14 | 4 | 8 | -2 | -10 | 4.3
53: COc1cc(SC)ccc1C(=O)NCCOc1ccc(C)c(C)c1
  0.5 | 3 | -5 | -2 | -1 | -13 | 0 | -5 | -1.7

Screening results deposited in PubChem BioAssay by The Scripps Research Institute Molecular Screening Center.
